Bioassay records: PubChem, several laboratories
Hsp70 act – Hsp70 transcriptional activation, primary screen. HeLa Hsp70 promoter luciferase reporter, luminescence; scaled: vehicle 0, proteasome-inhibitor control 100%. 0.04% of 200,000 active. activation, % at 10 µM;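 active = activation above the mean across all tested compounds plus 3 SD, cutoff set per campaign, cut at about 5.5% in these data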;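 note: 100% = MG132 at 30 µM as the positive control and 0% = DMSO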
Lmaj promast – inhibitors of Leishmania major promastigote growth; 9% of 200,000 active; inhibition, % at 10 µM; AID 1063; Leishmania major promastigotes, resazurin fluorescence viability; in the data active = inhibition above about 50%;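 note: promastigotes grown with compound for 44 hours at 28 °C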
PMI act satM6P – activators of human phosphomannose isomerase at near-saturating mannose 6-phosphate; AID 1216; 0.34% of 190,000 active; activation factor at 20 µM; coupled PMI enzyme assay, resazurin fluorescence, 20 min; active compounds read high; 1 = untreated enzyme, 0 = substrate-free blank;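 active = activation factor of 2 or more at 20 µM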
Target sequence (P34949 whole entry, looked up): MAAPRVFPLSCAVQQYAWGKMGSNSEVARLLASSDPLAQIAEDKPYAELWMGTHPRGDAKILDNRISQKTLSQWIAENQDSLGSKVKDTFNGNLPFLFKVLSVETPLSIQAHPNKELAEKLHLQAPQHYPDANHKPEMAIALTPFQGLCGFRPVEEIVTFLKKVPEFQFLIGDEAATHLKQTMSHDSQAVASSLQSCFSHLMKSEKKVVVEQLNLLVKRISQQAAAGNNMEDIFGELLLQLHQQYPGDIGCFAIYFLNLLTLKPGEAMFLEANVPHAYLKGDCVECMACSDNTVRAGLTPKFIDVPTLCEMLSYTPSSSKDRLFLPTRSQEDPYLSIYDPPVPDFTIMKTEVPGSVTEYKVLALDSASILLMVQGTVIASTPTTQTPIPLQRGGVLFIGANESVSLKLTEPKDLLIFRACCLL
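Material: human phosphomannose isomerase with PGI, G6PDH, diaphorase coupling enzymes; amount: PMI at 15 ng/mL final; also added: Mannose-6-phosphate 1.0 mM (near-saturating) plus 0.22 mM NADP+; incubation: enzyme reaction with compound 20 min at room temperature; signal: resorufin fluorescence (Ex 544/Em 590 nm) from resazurin via diaphorase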
S1P3 antagonist – antagonists of human S1P3 receptor; AID 485; inhibition, % at 4.98 µM; CHO S1P3 NFAT-BLA reporter, FRET fluorescence, antagonist mode; 0.27% of 170,000 active; Q99500;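 active = inhibition above the plate cutoff, the mean inhibition of test wells on that plate plus 3 SD, cut at about 28% in these data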;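 note: cells challenged with S1P at its EC80 of 0.8 µM; blue over green emission ratio from cleaved BLA substrate after 4 h stimulation; 0% = S1P-stimulated wells and 100% = unstimulated DMSO-only wells; some compounds past the cut are filed as inactive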
PMI activator – increases human mannose-6-phosphate isomerase activity | activation factor at 20 µM | P34949 | purified human PMI, coupled resazurin fluorescence, 20 min; active compounds read high; 1 = vehicle control, 0 substrate-free wells | AID 1214 | 0.005% of 190,000 active;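 active = activation factor of 2 or more at 20 µM, relative to plate controls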
Efa HMGR inh – inhibitors of class II HMG-CoA reductase from Enterococcus faecalis. purified E. faecalis HMGR, NADPH absorbance 340 nm kinetic. inhibition, % at 10 µM. 0.41% of 190,000 active. AID 1066;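 active = inhibition above a set limit, the median over all tested compounds plus 3 SD, cut at about 9.5% in these data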;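 note: enzyme runs in reverse so mevalonate oxidation gives rising NADPH absorbance; 0% = complete reaction with DMSO and 100% = background rate lacking mevalonate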
TNAP inh hiacc – blocks human TNAP under high phosphate acceptor concentration; inhibition, % at 20 µM; purified TNAP, CDP-star luminescence, 1 M DEA; 0.03% of 200,000 active;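 active = over 50% inhibition of tissue-nonspecific alkaline phosphatase at 20 µM in the single-dose screen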;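 note: plate controls were DMSO wells for no effect and EDTA-quenched wells as full inhibition for full effect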
Target sequence (P05186 whole entry, looked up): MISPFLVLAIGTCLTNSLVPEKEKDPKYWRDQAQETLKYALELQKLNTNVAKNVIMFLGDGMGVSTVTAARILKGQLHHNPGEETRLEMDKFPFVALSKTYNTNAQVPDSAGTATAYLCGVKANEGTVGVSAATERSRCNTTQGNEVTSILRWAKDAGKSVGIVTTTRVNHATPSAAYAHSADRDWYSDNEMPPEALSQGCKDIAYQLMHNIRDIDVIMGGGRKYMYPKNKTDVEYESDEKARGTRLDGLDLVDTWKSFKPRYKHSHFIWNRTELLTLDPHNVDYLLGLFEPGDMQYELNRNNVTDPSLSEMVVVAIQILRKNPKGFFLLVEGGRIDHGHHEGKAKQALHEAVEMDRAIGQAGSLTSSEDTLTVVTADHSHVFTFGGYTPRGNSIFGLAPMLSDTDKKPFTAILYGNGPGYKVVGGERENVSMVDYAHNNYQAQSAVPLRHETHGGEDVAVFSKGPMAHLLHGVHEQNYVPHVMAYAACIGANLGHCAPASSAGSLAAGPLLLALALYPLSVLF
TNAP inh no acc – blocks human TNAP activity with no phosphate acceptor present; P05186; purified TNAP, CDP-star luminescence, 30 min; inhibition, % at 20 µM; 0.26% of 200,000 active; AID 1012;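 active = tissue-nonspecific alkaline phosphatase inhibition above about 50% at 20 µM in the single-dose screen, limit read from the data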;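 note: 0% = DMSO negative control and 100% = EDTA positive control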
RAM network inh – yeast RAM network inhibition; S. cerevisiae dse1pr::URA3 reporter, 5-FOA growth OD615, 2 d; analog-sensitive cbk1-as2 kinase mutant strain; inhibition, % at 50 µM; 1.8% of 190,000 active; AID 868;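 active = inhibition above a set limit, 3 SD over mean compound inhibition, cut at about 8.4% in these data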;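 note: 0% = DMSO-only wells with no growth and 100% = 10 µM 1-NA-PP1 full growth; inhibition rescues growth on 5-FOA so higher OD means more RAM inhibition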
Redox H2O2 prof – compounds producing H2O2 with reducing agent – biochemical, NIH compound library profiling, artefact control for MLSCN library redox annotation, primary screen; DTT-dependent redox cycling H2O2, phenol red/HRP absorbance; 100% = 100 µM peroxide control, 0% = buffer; 0.03% of 200,000 active; AID 878; activation, % at 10 µM;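 active = activation of at least 50% relative to the plate's high and low controls in the primary single-dose screen; inactive = activation below 50%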;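 note: compound incubated with DTT at 0.8 mM final as the reducing agent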
Starred values were filed as active, the others as inactive; · = no result given.

SMILES	Hsp70 act	Lmaj promast	PMI act satM6P	S1P3 antagonist	PMI activator	Efa HMGR inh	TNAP inh hiacc	TNAP inh no acc	RAM network inh	Redox H2O2 prof
COc1cccc(CN2CCN(C3CCN(c4ccccc4F)CC3)CC2CCO)c1 (stereo unspecified)	-0.2	95*	1	4	1	3	-2	-2	1.4	-0.5
O=C(COc1ccccc1)c1cn(CC(=O)N2CCOCC2)c2ccccc12	-0.1	-6	1	-2	0.9	-6	-6	-14	2.0	0.5
Cc1ccc(-c2nnc(SCC(=O)CC(=O)Nc3ccccc3)n2C)cc1	1.1	-7	1	·	1	0	2	-4	3.4	0.8
O=C(CCn1nc(-c2ccccc2)c2ccccc2c1=O)N1CCN(c2ccccc2)CC1	-0.1	12	0.9	-2	0.9	1	-2	-5	2.5	-0.5
CC1CN(C(=O)c2ccccc2C(=O)c2ncc[nH]2)CC(C)O1 (stereo unspecified)	-0.2	1	1.1	·	1	-6	6	-2	0.4	-0.4
O=C1NCCN1C(=O)c1ccco1	0.4	-1	1	8	1	-1	-2	-7	0.9	0.8
CCc1cc(C(c2ccccn2)N2CCN(C)CC2)c(NC(=O)c2ccccc2)s1 (stereo unspecified)	-0.3	15	0.9	7	0.9	-6	-1	-8	-2.2	0.2
COc1cc(C2N(c3ccccc3)CCN2c2ccccc2)ccc1OC(C)=O	-0.2	-4	1	-3	1.1	0	3	-2	1.6	-0.2
CN1C(=O)/C(=C/c2ccc(O)c([N+](=O)[O-])c2)N(C)C1=S	-0.1	-3	1	2	1.1	9	27	36	0.9	2.9
Cc1cc(N(C)Cc2ccccc2)nc(-c2ccccc2)n1	0.1	18	1	·	0.9	1	3	-2	1.7	0.0
COc1ccccc1-c1noc(CCC(=O)Nc2cccc(C)c2)n1	-0.1	21	1	19	1.1	-2	-3	-9	0.8	-3.2
O=S(=O)(c1ccccc1)N1CCN(C(=S)NCc2ccccc2)CC1	-0.3	23	1	-9	1	-8	-1	5	1.6	-0.9
O=C(O)c1cc(=O)[nH]c2c(Cl)cccc12	-0.3	-5	1.1	5	1.2	3	-9	-12	1.8	0.4
COCCn1cc(C(=O)NCc2cccs2)c2c3ccccc3n(C)c2c1=O	-0.3	-1	0.9	9	0.9	0	2	-7	3.4	2.2
CCOC(=O)C(=CN=C(N)Nc1nc2ccccc2o1)C(=O)OCC	-0.3	56*	0.9	-4	0.9	-3	-6	-41	4.4	-0.5
CC(=O)OCCN1C(=O)c2cccnc2C1=O	-0.1	-5	0.9	-8	0.9	1	0	-10	0.5	-0.2
COc1ccc(C)cc1S(=O)(=O)Nc1cccc(SC)c1	-0.3	26	0.9	-4	0.8	0	0	7	1.4	-5.3
COc1ccc(OC)c(NC(=O)CNC(=O)Cn2cnc3ccccc3c2=O)c1	-0.1	-2	1	18	0.9	-5	-1	-10	1.4	-0.8
CC1CN(C(=O)CCn2c(=O)oc3ccccc32)CC(C)O1 (stereo unspecified)	-0.1	12	1	-6	1	1	-2	-7	0.8	0.0
O=S(=O)(/N=C(/Nc1cc(N2CCOCC2)ncn1)c1ccc(F)cc1)c1ccccc1	0.0	1	1	4	0.9	-2	-6	-12	2.9	-0.3
CCCc1cc(-c2ccc(O)c(OCC)c2)c(C#N)c(N)n1	-0.1	15	1	6	0.9	-1	-3	-12	1.7	0.4
CCOc1ccccc1OCCCC(=O)N1CCN(S(=O)(=O)c2ccc(C)cc2)CC1	0.1	-1	1	9	1	0	-6	8	4.9	-0.2
Cc1ccc(/C=C/C(=O)OCC(=O)N2CC(=O)Nc3ccccc32)o1	-0.2	-2	0.4	-4	1	4	0	-12	2.5	-0.3
CSC1=NCCN1C(=O)C(C)(C)Oc1ccc(Cl)cc1	-0.3	30	·	-25	·	·	·	·	·	-1.2
CCn1c(=O)n(CCc2ccccc2)c(=O)c2c3c(sc21)CCCC3	-0.2	0	1	·	0.9	0	-10	-12	0.5	0.2
O=C(CNc1ccccc1)N/N=C/c1ccc2c(c1)OCO2	0.0	1	1	1	0.9	-3	-2	-22	0.7	-0.5
COC(=O)c1ccccc1NC(=O)CSc1nnc(C(CO)NC(=O)c2ccccc2Cl)n1C (stereo unspecified)	-0.2	-1	1	·	1	-6	0	-6	2.2	2.2
CCCCCc1nc2c(=O)[nH]c3ccccc3c2o1	0.1	2	1	-30	0	-1	-7	-15	4.6	1.1
CC(C)COC(=O)C1[C@H]2C(=O)N(Cc3cccs3)C[C@]23C=C[C@H]1O3 (stereo partly specified)	-0.2	6	1	-46	1	-1	-3	-15	0.1	2.5
COc1cccc(-c2nn(-c3ccccc3)cc2CN(C)C(C)c2ccncn2)c1 (stereo unspecified)	0.0	14	0.9	3	0.9	-5	-2	-6	2.1	-0.3
O=C(N/N=C/c1cccs1)c1ccc2nc[nH]c2c1	-0.1	3	1	-7	1	0	-1	-26	1.5	0.0
COCCC(=O)Nc1ccc2c(c1)CN(C(=O)CCSC)CC2	0.2	-4	0.9	-23	0.9	-7	-2	-6	-0.3	11
O=C(OC(C(=O)NCC1CCCO1)c1ccc(F)cc1)c1cccs1 (stereo unspecified)	-0.3	-4	1.1	·	1.1	-3	0	-4	0.5	-1.0
C[C@@H](C(=O)O)[C@H]1C[C@]1(C)[C@H](NC(=O)OCc1ccccc1)c1ccccc1	-0.2	-5	0.8	4	0.9	-11	-4	-8	-0.7	0.3
Cc1ccccc1NC(=O)N1c2ccccc2CC1C (stereo unspecified)	-0.3	-1	0.9	-17	0.9	4	-5	-11	0.3	-0.1
CC(C)CCNC(=O)CCNS(=O)(=O)c1ccc(Cl)cc1	-0.1	-3	1	7	1	1	-1	-8	1.3	0.1
Cc1ccnc(NC(=O)C(C)N2C(=O)c3ccccc3C2=O)c1 (stereo unspecified)	-0.3	0	1	-26	0.9	-1	-4	-11	0.4	-0.7
CC(=O)CSc1ncnc2sc3c(c12)CCCC3	-0.2	1	0.9	-24	0.9	-4	-3	-4	1.1	0.5
CCOCC(=O)Nc1nc(-c2ccccc2)c(CC)s1	-0.3	-3	1	·	1	0	-1	-6	0.7	-0.2
O=C(c1ccc(N2C(=O)C3C4c5ccccc5C(c5ccccc54)C3C2=O)cc1)N1CCOCC1 (stereo unspecified)	-0.2	-9	1.1	-6	1.1	2	1	-7	0.8	-0.1
CCc1nc(SCC(=O)N2c3ccccc3CC2C)c2c(C)c(C)sc2n1 (stereo unspecified)	-0.3	5	1	·	1	-6	-2	-8	3.6	1.1
Cc1ccc(-c2noc(CSc3ccccc3)n2)cc1	0.0	-5	1.1	·	1	-7	-4	-13	0.8	-1.0
Cc1cc(C)nc(NC(=O)Cc2ccc(Br)cc2)n1	-0.1	3	1	-10	1	-8	-6	-9	-0.1	-0.9
CCCCNC(=O)C1(NC(=O)Nc2ccccc2)CCCCC1	0.3	8	1.2	-12	1.1	-2	-6	-1	3.1	-0.7
O=C1CCCN2N=C(SCC(=O)N3N=C(c4ccc(Br)cc4)CC3c3ccc(F)cc3)SC2=N1 (stereo unspecified)	-0.3	22	0.9	-12	0.8	-1	-2	-10	11*	-0.5
O=C(NC1=NCCS1)C12CC3CC(C1)CC(C(=O)NC1=NCCS1)(C3)C2	-0.3	9	0.9	-19	1	-1	-4	-1	0.5	1.1
CC(C)NC(=O)c1cc(-c2ccco2)nn1-c1ccc(Cl)cc1	-0.4	50*	1.1	·	1	0	0	6	7.5	0.7
O=C(NNC(=O)c1ccncc1)c1ccncc1	-0.1	0	1.1	·	1.1	-3	-9	-4	2.5	0.1
Cc1ccc2c(c1)cc(CN(Cc1ccc3c(c1)OCO3)C(=O)c1ccccc1)c1nnnn12	-0.2	59*	1.1	·	1	-7	-6	-3	5.7	1.7
COc1ccc(C(CNC(=O)c2ccc(S(=O)(=O)N3CCCC3)cc2)N(C)C)cc1OC (stereo unspecified)	-0.4	-2	1	-3	1	0	-5	-15	0.9	-0.3
C/C(=N/NC(=O)CN1CCN(Cc2ccccc2Cl)CC1)c1ccncc1	-0.4	1	0.9	4	0.9	-3	-2	-11	2.8	0.1
Cc1cc(N2CCOCC2)ccc1/C=C1\NC(=O)N(Cc2ccccc2)C1=O	0.0	6	0.9	9	1	-1	3	-3	4.6	-2.1
O=C(CN(Cc1cccs1)S(=O)(=O)c1ccc(S(=O)(=O)NC2CCCCC2)cc1)Nc1ccccc1	-0.2	41	1.1	9	1	-8	8	4	14*	-0.5
COc1cccc(-c2cc(=O)[nH][nH]2)c1	0.0	0	0.6	-17	0.8	-3	-2	-1	1.0	-1.5
Cc1ccc(NC(=O)N(Cc2cccs2)Cc2cc3cc4c(cc3[nH]c2=O)OCO4)cc1	-0.4	2	1	-6	0.9	4	-5	-17	4.9	0.5
COc1ccc(NC(=O)c2noc3c2CCC3)cc1	-0.2	13	1	·	1	2	-2	-8	2.5	0.2
CCCc1nc2ccccc2c(C(=O)OC(C)C(=O)NCc2ccc3c(c2)OCO3)c1CC (stereo unspecified)	-0.2	13	0.9	31*	0.9	-5	-3	-16	-0.4	0.2
CCOc1cc(C)c(Cl)cc1S(=O)(=O)N1CCCC1	-0.2	2	0.9	14	0.9	0	-7	-17	-0.3	2.2
O=c1n(-c2cccc(Cl)c2)c(=O)n2n1CCC2	0.2	-4	0.9	12	0.9	0	0	-2	1.5	1.2
COc1ccc(NC(=O)C2CCCCN2N)cc1OC (stereo unspecified)	-0.3	0	0.7	·	0.9	0	-2	-10	2.2	-0.4

Random excerpt: 3 records from the list
SMILES	Hsp70 act	Lmaj promast	PMI act satM6P	S1P3 antagonist	PMI activator	Efa HMGR inh	TNAP inh hiacc	TNAP inh no acc	RAM network inh	Redox H2O2 prof
CC(C)NC(=O)c1cc(-c2ccco2)nn1-c1ccc(Cl)cc1	-0.4	50*	1.1	·	1	0	0	6	7.5	0.7
COc1cccc(-c2cc(=O)[nH][nH]2)c1	0.0	0	0.6	-17	0.8	-3	-2	-1	1.0	-1.5
COCCn1cc(C(=O)NCc2cccs2)c2c3ccccc3n(C)c2c1=O	-0.3	-1	0.9	9	0.9	0	2	-7	3.4	2.2

Other results.
SMILES	Hsp70 act	Lmaj promast	PMI act satM6P	S1P3 antagonist	PMI activator	Efa HMGR inh	TNAP inh hiacc	TNAP inh no acc	RAM network inh	Redox H2O2 prof
CC(C)CN(CCCNC(=O)CN1C(=O)COc2ccc(S(=O)(=O)N3CCCC3)cc21)CC(C)C	-0.1	-4	1	3	1	-2	-2	-10	1.7	-0.9
Cc1nc2cc(-n3ccc(=O)cc3)ccc2n1-c1ccccc1	-0.2	0	1.1	·	1	-1	2	-6	1.5	2.9
O=C(NCCC1=CCCCC1)c1cnccn1	0.1	-7	1	-5	1	1	-4	-15	1.0	-1.5
CCCCNC(=O)c1cccc2c(=O)c(C)c(-c3ccccc3)oc12	-0.1	1	1.1	-10	0.9	-5	3	-10	4.9	1.1
